Compound activity as filed in PubChem.
GPR7 antagonist: GPR7 receptor antagonists, primary screen, cell-based, fluorescence, single concentration | Neuropeptides B/W receptor type 1 (Homo sapiens), P48145 | AID 1861, 2009 | actives 1.1% (n = 290,000) | inhibition, % at 4.4 µM | GPR7-expressing cells, fluorescence antagonist assay; in the data active means inhibition above about 16%, passing the limit was not always enough;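 further: cells stimulated with the agonist NPW; 0% = agonist with vehicle and 100% = vehicle without agonist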
Target sequence (P48145 whole entry, looked up): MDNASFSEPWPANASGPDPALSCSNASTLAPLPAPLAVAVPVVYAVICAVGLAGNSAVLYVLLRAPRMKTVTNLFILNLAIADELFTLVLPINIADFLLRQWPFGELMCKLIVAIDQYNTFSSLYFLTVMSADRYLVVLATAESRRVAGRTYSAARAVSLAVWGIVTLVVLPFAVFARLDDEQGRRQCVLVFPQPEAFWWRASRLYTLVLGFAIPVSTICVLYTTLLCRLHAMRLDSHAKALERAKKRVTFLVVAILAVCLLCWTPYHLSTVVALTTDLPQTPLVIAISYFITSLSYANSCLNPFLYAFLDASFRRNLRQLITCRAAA
IMP-1 inhibitor: IMP-1 metallo-beta-lactamase inhibitors, primary screen, biochemical, epi-absorbance readout, Pseudomonas aeruginosa enzyme | purified IMP-1, nitrocefin hydrolysis, epi-absorbance fluorescence | inhibition, % at 5.6 µM | actives 0.45% (n = 290,000) | AID 1556, 2009;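 active means inhibition above the mean plus 3 SD of all compounds in the same screening run, cut at about 4.5% in these data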;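 further: 0% = IMP-1 with DMSO and 100% = DMSO wells lacking enzyme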
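System: purified IMP-1 / Input: IMP-1 dispensed at 0.2 nM / Medium: 50 mM HEPES pH 7.1, 50 µM ZnSO4, 0.05% Brij 35 / Timing: 15 min enzyme–compound preincubation, then 25 min nitrocefin reaction, 25 °C / Technique: plate fluorescence quenching by hydrolysis product, ex 480/em 530 nm / Repeats: singlicate testing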
IDE inh: human IDE inhibitors in live cells, primary screen, fluorescence polarization, HEK cells, FAbetaB substrate; Insulin-degrading enzyme (Homo sapiens), P14735; FAbetaB cleavage; actives 0.41% (n = 320,000); AID 434962, 2010; inhibition, % at 5.59 µM;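 active means percent inhibition above the average of all tested compounds plus 3 SD, set per screening campaign, cut at about 16% in these data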;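 further: IDE supplied by intact live HEK cells; FP after avidin binding of uncleaved biotin substrate so inhibition keeps polarization high; 0% = DMSO wells and 100% = 60 µM reference IDE inhibitor Ii1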
PfM18AAP inh: PfM18AAP inhibitors, malaria aminopeptidase, primary screen, biochemical, QFRET, recombinant enzyme; H-Glu-NHMec fluorogenic cleavage; inhibition, % at 7.35 µM; actives 1.2% (n = 290,000); AID 1822, 2009;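 active means inhibition above the campaign mean inhibition over all tested compounds plus 3 SD, cut at about 28% in these data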;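 further: 0% = plate median of test compound wells and 100% = 2 mM ZnCl2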
PHOSPHO1 block: PubChem AID 1565. recombinant PHOSPHO1, absorbance phosphatase assay. actives 1.1% (n = 290,000). inhibition, % at 13.3 µM. Phosphoethanolamine/phosphocholine phosphatase (Homo sapiens), Q8TCT1; in the data active means inhibition above about 60%
Target sequence (Q8TCT1 whole entry, looked up): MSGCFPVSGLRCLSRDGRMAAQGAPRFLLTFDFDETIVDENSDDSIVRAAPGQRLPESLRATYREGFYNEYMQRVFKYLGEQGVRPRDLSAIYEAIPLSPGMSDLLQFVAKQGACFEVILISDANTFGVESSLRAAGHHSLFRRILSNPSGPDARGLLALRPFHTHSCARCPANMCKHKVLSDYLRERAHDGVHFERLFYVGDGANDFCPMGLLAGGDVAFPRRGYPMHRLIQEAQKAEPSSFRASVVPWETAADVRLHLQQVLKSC
IDE act: human IDE activators in live cells, primary screen, fluorescence polarization, HEK cells, FAbeta-B substrate; Insulin-degrading enzyme (Homo sapiens), P14735; FAbeta-B cleavage; 0% vehicle, 100% cell-free pure enzyme wells; activation, % at 5.96 µM; actives 0.073% (n = 340,000); AID 493087, 2011;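 active means activation above the mean of all tested compounds plus 3 SD, set per screening campaign, cut at about 17% in these data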
NALP1 inh: NALP1 inflammasome inhibitors in reconstituted yeast, colorimetric, S. cerevisiae, triplicate retest; actives 0.61% (n = 280,000); S. cerevisiae NALP1/ASC/caspase-1 growth, X-gal OD620, 72 h; inhibition, % at 10 µM; in the data active means inhibition mostly above about 24%, no sharp cut-off; inactive means mostly below about 32%; further: some compounds called inactive have numbers as strong as hits
pCIP destab: p/CIP-EGFP fusion destabilizers, primary screen, fluorescence, F442A cells; decrease of EGFP signal, % at 10 µM; actives 0.01% (n = 290,000); 16 h; Q05BA5;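 active means EGFP signal decrease of at least 30% at 10 µM or well 3 SD below plate mean, unless failing retest; inactive means the rest, including hits failing retest or dose response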; further: some compounds called inactive have numbers as strong as hits; many of its hits are not listed in these tables
VIM-2 inhibitor: VIM-2 metallo-beta-lactamase inhibitors, primary screen, biochemical, epi-absorbance readout, Pseudomonas aeruginosa enzyme. actives 0.89% (n = 290,000). purified VIM-2, nitrocefin hydrolysis, epi-absorbance fluorescence. AID 1527, 2009. inhibition, % at 5.6 µM;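 active means inhibition above the mean of all tested compounds plus 3 SD, cutoff set per screening run, cut at about 7.5% in these data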;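 further: red hydrolysis product quenches plate fluorescence so inhibitors raise well fluorescence; 0% = enzyme with DMSO and 100% = DMSO without enzyme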
* hit, by the source's call; · = no result given.

compound	GPR7 antagonist	IMP-1 inhibitor	IDE inh	PfM18AAP inh	PHOSPHO1 block	IDE act	NALP1 inh	pCIP destab	VIM-2 inhibitor
C[n+]1ccn(CC(=O)c2ccc(Cl)cc2)c1	-7	-2.4	0	-3	1	3	30	0	-3.0
CC1CCN(C(=O)Cn2nnc(-c3ccc(C(C)C)cc3)n2)CC1	-18	-4.3	·	5	15	-1	19	-5	-1.5
O=C(Nc1cccc(F)c1)c1cc(S(=O)(=O)NCCC2=CCCCC2)ccc1F	14	1.1	0	1	-1	1	30	4	0.3
COc1ccc(C)cc1NC(=O)CN(C)S(=O)(=O)c1cccs1	-9	-7.1	2	-3	-12	1	-20	-18	-5.2
N#Cc1ccc(NC(=O)N2CCC(c3nc4c(nnn4Cc4cccc(Cl)c4)c(=O)[nH]3)CC2)cc1	-14	-1.1	1	-16	11	0	7	-13	-1.6
COc1cccc(N(C(=O)C2CSC(=O)C2)C(C(=O)NC(C)(C)C)c2ccncc2)c1 (stereo not drawn)	-17	-2.1	0	-8	6	9	2	-4	-2.4
COc1cc(C(=O)Nc2ccc3c(c2)Cc2cc(NC(=O)c4cc(OC)c(OC)c(OC)c4)ccc2-3)cc(OC)c1OC	-9	-3.3	4	-15	-12	1	12	1	-0.2
O=C(NCc1cccnc1)c1ccc(NS(=O)(=O)c2ccc(F)cc2)cc1	0	-3.3	-4	-13	13	7	4	-13	-1.4
COc1cc2ccc(=O)oc2c(O)c1OCC=C(C)C	-17	-15	1	40*	2	2	-23	-11	-0.7
CCOC(=O)c1c(C)[nH]c(C(=O)COC(=O)c2ccc(N3CCCC3=O)cc2)c1C	-7	-3.2	5	3	7	9	20	12	-2.0
COc1ccc(C(C)=O)cc1CSc1nc2nc(C)cc(C)n2n1	-13	-1.3	4	-2	8	-3	7	-6	2.5
CC(=O)N1N=C(c2ccc(C)o2)CC1c1ccc(Br)cc1 (stereo not drawn)	5	-1.9	-1	-2	1	2	17	4	-1.3
Cc1cc(=O)n2nc(N3CCCC(C(=O)NCc4ccc(F)cc4)C3)sc2n1 (stereo not drawn)	-6	-1.0	1	-1	55	3	-2	2	-3.3
O=C(O)CCCn1cc(NC(=O)COc2ccccc2F)cn1	10	1.1	-3	2	28	1	16	-3	1.1
Cc1ccc(-c2c[n+](CC(=O)N3c4ccccc4Sc4ccccc43)c3n2CCC3)cc1	-13	-2.3	-14	-1	-11	1	24	-11	-3.2
CC1=Nc2cc(C(=O)N3CCCC3)ccc2Sc2c(C)ccc(C)c21	-6	-1.4	4	0	-112	-3	9	-11	0.6
COc1c(C)cccc1C(=O)Nc1ccc(OCC(=O)N2CCOCC2)cc1C	6	-0.5	1	-1	25	2	0	-2	-2.2
COc1ccccc1NC(=S)NC(C)=O	-10	0.2	2	-5	37	1	-1	-7	0.5
CCOC(=O)Cc1csc(NC(=O)Nc2ccc(C)cc2)n1	10	-3.9	3	-4	11	0	10	-4	-4.8
COc1ccc(CCN(C)CC(O)c2ccccc2)cc1OC (stereo not drawn)	3	-0.1	3	2	20	4	8	-11	-1.2
Cn1c(=O)c2c(nc(N/N=C/c3ccc(OC(=O)c4ccco4)cc3)n2Cc2ccccc2Cl)n(C)c1=O	-2	-0.9	0	-7	-9	-2	21	-18	0.2
Cc1csc(NC(=O)CSc2nnc(CCNC(=O)c3cccs3)n2C)n1	-8	-2.9	-4	0	-42	6	3	-7	-2.1
COC(=O)c1ccccc1NC(=O)CN1CCC(NC(=O)c2ccc(C)cc2)CC1	-4	-3.5	-2	-9	-29	5	15	-1	-2.1
CC(=O)Nc1ccc(C(=O)N2CC(=O)NC(=O)C2)cc1	-10	-2.6	1	1	11	9	-5	-12	-0.8
CCOc1ccc(N2CC(C(=O)Nc3cc(C)on3)CC2=O)cc1 (stereo not drawn)	-6	-5.9	5	-2	-24	7	22	-4	-4.5
N#Cc1cccc(S(=O)(=O)N2CCN(c3ccnc4cc(Cl)ccc34)CC2)c1	11	0.5	20*	-2	-14	-34	16	5	1.1
CCOC(=O)C1(Cc2ccccc2)CCCN(C(=O)c2ccc(-n3ccnc3)cc2)C1 (stereo not drawn)	-5	-5.4	10	-6	37	3	4	-6	-4.4
Cc1ccccc1NC(=O)c1c2c(nc3ccccc13)CCC2	-6	-0.7	-1	0	15	1	-9	7	-0.1
CCOc1ccc(-n2c(SCC(=O)NCc3ccco3)nc3c([nH]c4ccccc43)c2=O)cc1	-1	-0.9	0	4	·	-5	·	·	-0.1
O=C(CNS(=O)(=O)c1ccc(F)cc1)N1CCN(c2ccccc2)CC1	-2	-4.2	-4	6	-28	-3	-11	-11	-2.8
CN(C)C(CNC(=O)Cc1ccc([N+](=O)[O-])cc1)c1ccccc1 (stereo not drawn)	-7	-3.4	3	0	-3	2	5	2	1.4
NC(=O)c1c(NC(=O)Cn2nc(C(=O)O)c3ccccc3c2=O)sc2c1CCC2	-4	-3.4	0	-5	10	-6	-6	-8	-1.8
Fc1ccc(/C=N/NC2=Nc3cccc4cccc2c34)cc1	-11	-1.4	5	0	19	-8	22	-6	-0.2
Cc1noc(C)c1CSc1nnc2scc(-c3ccccc3)n12	-15	-3.3	3	7	10	3	4	-8	-1.7
CC(C)(C)NC(=O)Nc1ccc(F)c(Cl)c1	-16	-2.2	0	1	27	-2	0	-11	-4.3
COc1ccc(-c2nc(CS(=O)CC(=O)NC3CCCCC3C)c(C)o2)cc1OC (stereo not drawn)	-8	-0.7	-7	-9	28	8	9	-4	-1.3
CCC(CC)C(=O)c1c[nH]c(C(=O)NCC2CCCO2)c1 (stereo not drawn)	4	-1.3	-5	2	46	1	1	2	-2.1
O=C(Nc1ccnn1C1CCN(C/C=C/c2ccccc2)CC1)c1ccccc1Cl	1	-1.3	6	3	42	2	20	-1	-2.9
O=C(c1ccc(OC2CCN(Cc3ccccc3C(F)(F)F)CC2)cc1)N1CCCCC1	-24	-1.8	2	4	51	6	6	-12	-1.1
O=C(O)c1cccc(NC(=S)NC(NC(=O)c2cccc([N+](=O)[O-])c2)C(Cl)(Cl)Cl)c1 (stereo not drawn)	-18	1.1	8	7	19	2	·	-1	-2.8
COCCN(C(=O)CSc1nnc(C)n1Cc1ccccc1)c1c(N)n(Cc2ccccc2)c(=O)[nH]c1=O	7	-2.2	4	12	-1	3	13	9	0.4
CCOC(=O)c1ccccc1NC1CC(=O)N(c2ccccc2C)C1=O (stereo not drawn)	6	-2.2	1	-7	-57	0	-5	-6	-1.0
COC(=O)C(NS(=O)(=O)c1cccc(S(=O)(=O)NC(C(=O)OC)c2ccccc2)c1)c1ccccc1 (stereo not drawn)	9	-1.7	-2	-5	-24	-2	4	-6	-2.0
COc1ccc(CCNC(=O)CN2C(=O)c3ccccc3C2=O)cc1	-4	-1.6	2	10	4	3	12	2	0.2
Oc1ccc(Nc2ncnc3c2oc2ccccc23)cc1	-5	-1.6	-5	-25	28	0	6	7	3.1
Brc1ccc(C2=Nn3c(Cn4nnc5ccccc54)nnc3SC2)cc1	-6	-1.4	-5	4	-83	·	3	-2	-0.8
O=C(Cn1nnc2ccccc2c1=O)N1CCOCC1	-10	-3.5	-3	-2	-5	4	-6	-5	-1.5
Cc1ccc(O)c(C(=O)c2cnn(C(=O)COc3ccccc3C#N)c2)c1	-8	-2.3	5	7	32	·	·	-8	-4.0
Cc1ccc(-n2c(CNc3ccc(F)cc3)nnc2SCC(=O)N2CCOCC2)cc1	-1	-0.8	1	-1	-14	-2	-66	-3	-1.4
COCCSc1ccccc1C(=O)Nc1cc(C)cc(C)c1	-8	-3.3	2	-2	17	-8	8	15	-2.1
CCOC(=O)N1CCN(CC(=O)Nc2nc3ccc(OC)cc3s2)CC1	3	-1.8	3	10	·	6	-59	11	-0.9
CCc1oc2c(C)c(O)ccc2c(=O)c1-c1ccc2ccccc2n1	2	-0.6	-4	-4	-118	9	6	-2	-0.2
CCOCCOC(=O)c1cccc(NC(=O)OCC)c1	-3	-4.1	4	-6	-9	4	10	-10	-1.9
CCn1nnc(-c2ccccc2NS(=O)(=O)c2ccc(S(=O)(=O)N3CCCCCC3)cc2)n1	-9	-4.7	3	-2	-4	2	17	2	-0.9
COc1cc2[nH]c(=O)n(CCCCCC(=O)N3CCN(c4ccccn4)CC3)c(=O)c2cc1OC	2	-1.9	6	-2	19	2	24	-2	-3.0
CC1=NN(S(=O)(=O)c2ccc(Cl)cc2Cl)C(=O)c2ccccc2O1	-17	-3.1	-2	1	20	2	·	-2	-2.5
CNC(=O)c1nc(C)c(C2(C)CC(c3cccc([N+](=O)[O-])c3)=NO2)s1 (stereo not drawn)	·	·	-1	·	16	-1	·	-13	·
CS(=O)(=O)N1CCN(S(=O)(=O)c2ccccc2[N+](=O)[O-])CC1	-1	-3.0	0	2	21	3	4	-8	-3.7
O=C1OC(Nc2ccc(F)cc2F)c2ccccc21 (stereo not drawn)	-10	-3.0	0	-1	-5	9	-3	-12	-2.1
Cc1cc(OC(=O)c2c(F)cc(F)cc2F)nc(C)n1	-2	-3.7	-2	-2	-19	4	0	10	-3.0

The list goes on.
compound	GPR7 antagonist	IMP-1 inhibitor	IDE inh	PfM18AAP inh	PHOSPHO1 block	IDE act	NALP1 inh	pCIP destab	VIM-2 inhibitor
CCOc1ccc(C(=O)O/N=C(\N)c2ccccn2)cc1OCC	-1	0.0	-5	-7	33	0	2	12	-0.2
CCOC(=O)C1NN=C(C(=O)c2ccccc2)C1c1ccccc1 (stereo not drawn)	-4	-0.5	-2	-1	-1	-3	14	1	1.2
COc1cccc(-n2c(CN3CCN(Cc4ccccc4)CC3)nc3ccc([N+](=O)[O-])cc3c2=O)c1	-2	0.0	-5	-2	-15	·	-38	1	-1.6
Cc1cnc(NC(=O)c2cncc(Br)c2)s1	-4	-0.2	8	3	20	-1	4	0	-2.3
O=C1N(CN2CCOCC2)c2ccccc2C12OCC(CCl)O2 (stereo not drawn)	10	0.1	0	-2	24	5	-28	6	0.3
CCCc1ccc(-c2cc(N)n[nH]2)cc1	7	-2.7	5	-2	-16	-1	4	16	-3.3
CC(C)=NNc1nc2c(c(=O)[nH]c(=O)n2C)n1CCc1ccccc1	3	-1.6	0	-1	6	·	-28	-15	-1.3
Cc1ccc2[nH]c(-c3cccc(F)c3)cc(=O)c2c1	6	-5.2	7	-2	6	3	23	-7	-1.8
